Compound activity (PubChem BioAssay)
IL1B secr inh: inhibitors of inflammasome signaling (IL-1 beta secretion) | THP-1 LPS/ATP IL-1B secretion, AlphaLISA, 16 h; active compounds read low | activity change, % at 57.5 µM | 360,000 compounds, 4.7% hits | AID 743279; in the data active = activity change below about -50%; inconclusive = mostly about -30% to -49%; note: % is set by controls: 0 for no effect and ±100 for the full control effect
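THP-1 cells pretreated 1 hr with compounds (up to 57.5 uM final), then stimulated with LPS (250 ng/mL final) plus ATP (1.25 mM final); secreted IL-1B measured by AlphaLISA after 16 hr, decreased signal indicating inhibition.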
TGFb inhibitor: blocks TGF-b signaling; Potency, µM (titrated, usually from 46.1 µM), inactives show at the top dose activity, negative = inhibition, hits mostly inhibitors; HepG2 CAGA-GFP TGF-b/SMAD3 reporter, GFP fluorescence, 18 h; TGF-beta stimulated, 500 pg/mL final; 410,000 compounds, 1.2% hits; note: potency is the fitted concentration of half-maximal effect; % is set by controls: 0 for no effect and ±100 for the full control effect; nearly all actives have a fitted effect of over 65% in size
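Cell-based qHTS in HEPG2 carrying a CAGA-GFP Smad reporter; compounds added before 500 pg/mL final TGF-beta, 18 h incubation at 37 degrees C, GFP fluorescence quantified per cell by imaging cytometry.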
A549 tox: counter-screen for Nrf2 inhibitors: cytotoxicity in A549 cells; A549 ARE-Fluc cells, CellTiter-Fluor viability, 18-24 h; Potency, µM (doses to about 46 µM), without a hit: at the top dose activity change, negative = cytotoxicity, usual class: inhibitors; 390,000 compounds, 0.16% hits; note: potency is the fitted concentration of half-maximal effect; % is set by controls: 0 for no effect and ±100 for the full control effect
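A549 ARE_Fluc cells in 5% FBS OPTI-MEM were exposed to compounds in concentration-response for 18-24 h at 37 deg C. Viability was read by CellTiter-Fluor fluorescence (Ex 405/Em 525) after 30 min, before the luciferase read.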
HepG2 tox: counter-screen for TGF-b inhibitors: cytotoxicity in HepG2 cells | HepG2 CAGA-GFP viability, ATP luminescence, 18 h | Potency, µM (top dose mostly 46.1 µM), for the others: at the highest dose activity change, negative = cytotoxicity, hits mostly cytotoxic | 410,000 compounds, 0.76% hits | AID 588856; note: potency is the fitted concentration of half-maximal effect; some results filed as inactive show a strong effect at the top dose
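CellTiter-Glo luminescence gave cytotoxicity after 18 hours at 37 degrees C. The cells were HepG2 CAGA-GFP in 1% FBS DMEM, stimulated with 500 pg/mL TGF-beta after compound addition. %Activity was normalised to no-cell wells (complete cell-killing) and DMSO (no toxicity), and curves were fitted and classified.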
MCF10A rereplic: inducers of DNA re-replication in MCF 10A breast cells; MCF 10A DNA re-replication, Hoechst nuclear intensity, 48 h; Potency, µM (titrated, usually from 46.1 µM), inactives show at the top dose activity, positive = re-replication, most hits filed as activators; 350,000 compounds, 2.9% hits; note: potency is the fitted concentration of half-maximal effect; % of control where 0% means no effect; nearly all actives have a fitted effect of over 50% in size
Nrf2 activator: activates Nrf2 signaling; AID 624171; AREc32 ARE-luciferase reporter (MCF7-derived line), luminescence, 24 h; Potency, µM (series often up to 46.1 µM), inactives show at the highest dose activation, most hits filed as activators; 410,000 compounds, 0.31% hits; note: potency is the fitted concentration of half-maximal effect; % of control where 0% means no effect; nearly all actives have a fitted effect of over 65% in size
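AREc32_Fluc, 1000 cells/well, OPTI-MEM + 5% FBS, o/n 37 deg C 5% CO2; 23 nL cpd by pin tool, 24 hr; Steady-Glo 30 min RT, luminescence.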
S2 tox: viability counter-screen for ATXN expression inhibitors; Potency, µM (doses to about 56.7 µM), actives largely listed as cytotoxic; S2 cells (HEK-293 line with an ATXN2-luciferase reporter) viability, CellTiter-Fluor protease fluorescence, 24 h; 400,000 compounds, 0.49% hits; AID 651635; note: potency is the fitted concentration of half-maximal effect; nearly all actives have a fitted effect of over 40% in size
Nrf2 inh: blocks Nrf2 signaling; 360,000 compounds, 2.1% hits; Potency, µM (highest dose often 46 µM), for the others: at the highest dose activity change, negative = inhibition, hits mostly inhibitors; AID 504444; A549 ARE-Fluc reporter, luciferase luminescence, 18-24 h; note: potency is the fitted concentration of half-maximal effect; % is set by controls: 0 for no effect and ±100 for the full control effect; nearly all actives have a fitted effect of over 60% in size
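Concentration-response testing used A549 ARE_Fluc cells at 5000 cells/well. Following an 18-24 h compound incubation, viability was read by fluorescence (Ex 405/Em 525) and luciferase output by luminescence.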
ATXN2 expr inh: reduces ATXN2 reporter expression in HEK-293 cells; HEK-293 ATXN2-luciferase reporter, luminescence, 24 h; Potency, µM (titrated, usually from 57 µM), for inactives: at the highest dose activity change, negative = inhibition, usual class: inhibitors; 360,000 compounds, 0.72% hits; note: potency is the fitted concentration of half-maximal effect; % is set by controls: 0 for no effect and ±100 for the full control effect; nearly all actives have a fitted effect of over 55% in size
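qHTS (up to 57 uM final) was run with 24 h compound exposure of reporter cells at 37 °C. Each well was multiplexed: SteadyGlo luminescence measured ATXN2-luciferase expression after a fluorogenic Gly-Phe-AFC viability readout (25 uM final).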
* = called active by the depositor; i = inactive; u = inconclusive; x = no result given; & = joins results of further samples; [ ] = another dose, or the depositor's remark. Unless noted, calls come from the whole dose curve; as a rule, active = well fitted curve in the direction sought with a large enough effect; inconclusive = small, poorly fitted or top-dose-only effect, or another doubt; inactive = no such curve, though single readings can be large; an effect the other way counts as inactive or inconclusive.

| SMILES | IL1B secr inh | TGFb inhibitor | A549 tox | HepG2 tox | MCF10A rereplic | Nrf2 activator | S2 tox | Nrf2 inh | ATXN2 expr inh |
| --- | --- | --- | --- | --- | --- | --- | --- | --- | --- |
| Nc1ccccc1C(=O)/C=C/c1ccc2c(c1)OCO2 | -3 | u | 3% | -16% | u | u | u | u | 31%[activator] |
| Cc1nc(-c2ccccc2)sc1C(=O)CSc1ccccc1 | -8 | 19% | -1% | 9% | 8% | 3.6% | i | x | 30% |
| COc1cc2c(cc1OC)CN(CC(=O)Nc1cccc(C(F)(F)F)c1)CC2 | 0 | 0% | -1% | 2% | 12% | -1.1% | i | -15% | -21% |
| CC(C)c1ccc(-c2nnn(CC(=O)N3CCCCC3)n2)cc1 | -5 | -11% | -2% | -27% | -3% | 3.4% | i | -3% | x |
| COc1ccc(CNC(=O)[C@@H](NC(=O)C2CCN(C(=O)[C@@H](N)Cc3ccccc3)CC2)C(C)C)cc1 | -6 | 14% | -25% | 0% | 11% | 0.0% | i | 2% | 2% |
| COC(=O)C1=C(C)NC(C)=C(C(=O)OC)C1C(=O)OCC(=O)N1c2ccccc2CC1C (stereo not given) | 25&6 | -1%&8% | -12%&-1% | -6%&1% | 3%&0% | 0.6%&0.2% | u | -3%&18% | -7%&6% |
| Cc1ccc(S(=O)(=O)N2CCOC23CCN(S(=O)(=O)c2cccs2)CC3)cc1 | -9 | -1% | -1% | 22% | -2% | 0.1% | i | 0% | 6% |
| COCCN(CCOC)C(=O)c1c[nH]c2ccc(S(=O)(=O)N(C)c3ccc(F)cc3)cc2c1=O | 1 | 4% | 7% | 1% | -3% | 0.1% | i | 3% | -5% |
| O=C1c2ccccc2S(=O)(=O)c2cc(N3CCN(c4ccccn4)CC3)ccc21 | 21 | -10% | -2% | 2% | 16% | -0.5% | i | 10% | 3% |
| O=C(Nc1nccs1)c1ccc(Cl)c([N+](=O)[O-])c1 | -69* | u | -18% | -37% | u | u | u | 7% | -38% |
| CC1CC(C)CN(S(=O)(=O)c2cc3c4c(c2)CCC(=O)N4CCC3)C1 (stereo not given) | -5 | -11% | -1% | -2% | 6% | 0.3% | i | u | -16% |
| Cc1ccc(Cn2ccnc2SCC(=O)NCc2ccccc2)cc1 | x | u | 1% | -32% | x | 0.6% | x | x | x |
| COc1ccc(C)cc1NC(=O)C(Cc1ccccc1)NS(=O)(=O)c1ccc(Br)s1 (stereo not given) | x | -12% | -9% | -60% | x | 3.4% | x | u | x |
| NC(=O)N1c2ccccc2CC(=O)c2ccccc21 | 43 | -1% | -4% | -27% | -6%&12% | -1.1% | i | -4% | -2%&6%&-9% |
| Oc1cc(NCCN2CCOCC2)cc2cccnc12 | x | u | u | -94% | u | -2.6% | u | u | 32µM* |
| O=C1CC(N2CCN(c3ccc(Cl)c(Cl)c3)CC2)C(=O)N1 (stereo not given) | 25 | 16% | -1% | 0% | u | 0.5% | i | -13% | -8% |
| CC(C)CC#Cc1ccc2c(c1)O[C@H](CN(C)C(=O)Cc1ccncc1)[C@H](C)CN([C@H](C)CO)S2(=O)=O | -28 | u | x | -46% | x | 1.5% | u | x | u |
| CCOC(=O)Cc1csc(NC(=O)/C=C\c2ccccc2)n1 | -8 | -15% | 1% | -4% | 16% | 7.2% | i | -8% | 2%[11.3 µM] |
| CCOC(=O)c1[nH]c2ccc(OC)cc2c1NC(=O)/C=C/c1ccc2c(c1)OCO2 | 17 | 27% | -2% | -14% | u | 3.7% | i | u | -22% |
| Cn1nc(C(=O)OCC(=O)c2ccccc2)c2ccccc2c1=O | -1 | 2% | 1% | 7% | 0% | -0.4% | u | 0% | -14% |
| COc1ccccc1CNC(=O)C1CCC(CNC(=O)[C@@H]2Cc3ccccc3CN2)CC1 (stereo not given in full) | -18 | 1% | -1% | -6% | u | 0.4% | i | u | -7% |
| FC(F)(F)c1cccc(N2CCc3cn[nH]c32)c1 | -14 | 1% | 1% | -17% | u | 3.0% | i | -19% | 5% |
| COc1ccc(OCC(=O)Nc2ccc(N3CCOCC3)cc2)cc1 | 7 | 5% | -4% | 2% | -8% | -0.4% | i | -14% | -2% |
| Cc1noc(C)c1COc1ccccc1C(=O)N1CCN(c2cccc(Cl)c2)CC1 | 7 | u | -3% | -25% | 4% | -0.8% | i | -9% | x |
| O=C1CCC(C(=O)Nc2nnc(C3CC3)s2)=NN1 | -6 | -24% | 3% | -11% | -40%[inhibitor] | 0.0% | i | 14% | -14% |
| O=C(NCCC1CCCCN1S(=O)(=O)c1ccc(F)cc1)C(=O)NCC1CCCO1 (stereo not given) | 4 | 2% | 1% | -18% | 10% | -0.6% | i | -1% | 2% |
| Cc1c(C(=O)OC2CCCCC2)[nH]c2c1C(=O)CC(c1ccccc1Cl)C2 (stereo not given) | x | 31%[activator] | -2% | -1% | x | -1.4% | u | -8% | -5% |
| Cc1cc([N+](=O)[O-])nn1CC(=O)NNC(=S)Nc1ccc([N+](=O)[O-])cc1 | 24 | -12% | -1% | 1% | -21% | 0.1% | i | x | 4% |
| CC1(C)CC2(CCO1)OC(=O)CC2C(=O)Nc1ccccc1Cl (stereo not given) | 20 | 7% | u | -22% | u | 13% | i | u | x |
| Cc1cccc(N=C2NC(=O)C(CO)(CO)S2)c1 | 11 | u | -3% | 15% | -4% | 3.4% | i | 5% | -7% |

2 neighbouring records from above:
| SMILES | IL1B secr inh | TGFb inhibitor | A549 tox | HepG2 tox | MCF10A rereplic | Nrf2 activator | S2 tox | Nrf2 inh | ATXN2 expr inh |
| --- | --- | --- | --- | --- | --- | --- | --- | --- | --- |
| Cc1ccc(Cn2ccnc2SCC(=O)NCc2ccccc2)cc1 | x | u | 1% | -32% | x | 0.6% | x | x | x |
| COc1ccc(C)cc1NC(=O)C(Cc1ccccc1)NS(=O)(=O)c1ccc(Br)s1 (stereo not given) | x | -12% | -9% | -60% | x | 3.4% | x | u | x |

The list goes on.
| SMILES | IL1B secr inh | TGFb inhibitor | A549 tox | HepG2 tox | MCF10A rereplic | Nrf2 activator | S2 tox | Nrf2 inh | ATXN2 expr inh |
| --- | --- | --- | --- | --- | --- | --- | --- | --- | --- |
| CC(=O)N1CCC(C(=O)N2CCN(S(=O)(=O)c3cccs3)CC2)CC1 | 16 | -5% | 1% | -21% | 1% | 0.5% | i | -7% | 0% |
| CC(C)NC(NC(=O)Cc1ccccc1)C(Cl)(Cl)Cl (stereo not given) | -3 | 6% | -2% | -1% | 2% | 0.5% | i | -15% | -14% |
| CSCC[C@H](NC(=O)NC1CCCC1)C(=O)O | 5 | -1% | -2% | -2% | -9% | -0.7% | i | 0% | -11% |
| COc1cccc(C(=O)N2CCN(Cc3cn[nH]c3-c3ccc(F)cc3F)CC2)c1 | -22 | 10% | -9% | -16% | -32%[inhibitor] | -0.1% | i | -29% | -13% |
| CCC(C)(C)NC(=O)CCCSc1nc2ccccc2s1 | -17 | 6% | -2% | -10% | -14% | 3.0% | i | 21% | 6% |
| COc1ccc(Nc2nc3ccccc3nc2-n2nc(C)cc2C)cc1 | 0 | 4% | 2% | -13% | 16µM* | 0.4% | i | x | -12% |
| COC(=O)CCC(=O)c1oc2ccc(Cl)cc2c1NC(=O)CCCN1C(=O)c2ccccc2C1=O | 22 | -4% | 0% | 5% | u | -0.2% | i | 3% | -2% |
| COc1ccc(OC)c(S(=O)(=O)Nc2ccc3oc4c(c3c2)C(=O)CCC4)c1 | 0 | -17% | 3% | -2% | 3% | -0.4% | i | 14% | 3% |
| CCOc1ccc(C(C#N)N2CCOCC2)cc1OC (stereo not given) | 13 | -8% | 0% | -15% | 4% | -0.7% | i | 13% | -2% |
| CC(C)CN1CCN(Cc2nc3ccccc3s2)CC1CCO (stereo not given) | -2 | -10% | 5% | 14% | -1% | 1.9% | i | u | -6%[11.3 µM] |
| CCCSc1nc(-c2ccccc2)[nH]c1S(=O)(=O)c1ccc(C)cc1 | x | u | -3% | -38% | x | -0.9% | u | u | 0% |
| S=c1[nH]nc(C2CCCCC2)n1/N=C/c1ccccc1 | 10 | -31% | -4% | -25% | 17% | 0.2% | i | -14% | -11% |
| Cc1nn(-c2ccccc2)c(C)c1NC(=O)COC(=O)/C=C/c1ccccc1 | 3 | 13% | 0% | 9% | -1% | -0.6% | i | 17% | -13% |
| C#CC(CC)(CC)NC(=O)c1nn(-c2ccccc2Cl)c(C)cc1=O | -10 | 0% | 5% | -3% | -9% | -0.3% | i | 6% | -13% |

Filtered by structure, the compounds so far containing an NH in an aromatic ring.
| SMILES | IL1B secr inh | TGFb inhibitor | A549 tox | HepG2 tox | MCF10A rereplic | Nrf2 activator | S2 tox | Nrf2 inh | ATXN2 expr inh |
| --- | --- | --- | --- | --- | --- | --- | --- | --- | --- |
| COCCN(CCOC)C(=O)c1c[nH]c2ccc(S(=O)(=O)N(C)c3ccc(F)cc3)cc2c1=O | 1 | 4% | 7% | 1% | -3% | 0.1% | i | 3% | -5% |
| CCOC(=O)c1[nH]c2ccc(OC)cc2c1NC(=O)/C=C/c1ccc2c(c1)OCO2 | 17 | 27% | -2% | -14% | u | 3.7% | i | u | -22% |
| FC(F)(F)c1cccc(N2CCc3cn[nH]c32)c1 | -14 | 1% | 1% | -17% | u | 3.0% | i | -19% | 5% |
| Cc1c(C(=O)OC2CCCCC2)[nH]c2c1C(=O)CC(c1ccccc1Cl)C2 (stereo not given) | x | 31%[activator] | -2% | -1% | x | -1.4% | u | -8% | -5% |
| COc1cccc(C(=O)N2CCN(Cc3cn[nH]c3-c3ccc(F)cc3F)CC2)c1 | -22 | 10% | -9% | -16% | -32%[inhibitor] | -0.1% | i | -29% | -13% |
| CCCSc1nc(-c2ccccc2)[nH]c1S(=O)(=O)c1ccc(C)cc1 | x | u | -3% | -38% | x | -0.9% | u | u | 0% |
| S=c1[nH]nc(C2CCCCC2)n1/N=C/c1ccccc1 | 10 | -31% | -4% | -25% | 17% | 0.2% | i | -14% | -11% |

No enrichment for hits. About 8.8% of those tested had a hit in this group.
